Compound activity: PubChem BioAssay, National Center for Advancing Translational Sciences (NCATS)
D1 antag: antagonists of human D1 dopamine receptor; HEK293 TREx D1 cells, calcium flux, dopamine EC80; hits give low values; activity change, negative = inhibition, % at 10 µM; hit rate 3.2% among 360,000; in the data active = activity change below about -30%; note: % is set by controls: 0 for no effect and ±100 for the full control effect
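Using tetracycline-induced force-coupled D1 Hek293 cells and a calcium dye, signals were followed for 180 s after compound, then for 180 s after EC80 dopamine, to detect inhibitors.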
D1 agonist: human D1 receptor agonism. P21728. HEK293 T-REx D1 cells, calcium flux, agonist mode. activation, % at 2 µM. hit rate 1% among 360,000; in the data active = activation above about 30%; note: 0% is about no effect
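Tetracycline-induced HEK293 TREx D1 cells, force-coupled to calcium signalling, were dye-loaded with a no-wash calcium kit. Compound was pin-added after a 10 s baseline. Fluorescence was read kinetically at 1 cycle/s for 180 s, with calcium rises flagged as agonism.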
TRHR agonist: activates the human TRH receptor. P34981. TRHR cells, calcium flux fluo-8, FDSS agonist mode. activation, % at 2 µM. hit rate 0.18% among 360,000; in the data active = activation above about 30%; note: 0% is about no effect
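Agonist-mode FDSS calcium read (Ex 480/Em 530, 1 s cycles) in 1536-well TRHR cells with fluo-8 dye, after 10-cycle baseline and 23 nL compound addition; TRH at EC20 (10 nM final) added afterwards for the enhancer phase.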
D1 potentiator: human D1 dopamine receptor positive modulation | P21728 | HEK293 TREx D1 cells, calcium flux, dopamine EC20 potentiation | hit rate 0.036% among 360,000 | AID 504651 | potentiation, % at 10 µM; in the data active = potentiation above about 30%; note: 0% is about no effect
TRHR PAM: allosteric enhancers of human TRH receptor. TRHR cells, fluo-8 calcium fluorescence, EC20 TRH enhancement. P34981. enhancement, % at 2 µM. hit rate 0.66% among 360,000; in the data active = enhancement above about 30%; note: 0% is about no effect
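Enhancer read-out: after compound pinning and an initial kinetic agonist-mode read, an EC20 of TRH (10 nM final) was injected and fluo-8 calcium signal (Ex 480/Em 530) followed at 1 s/cycle for 100 cycles in TRHR-expressing cells.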
Apoferritin bind: binds horse apoferritin like a general anesthetic; AID 485281; apoferritin/1-aminoanthracene competitive binding, fluorescence; hit rate 0.074% among 350,000; Potency, µM (highest dose often 77.5 µM), for inactives: at the top dose activity change, negative = displacement, usual class: inhibitors; note: potency is the fitted concentration of half-maximal effect; % is set by controls: 0 for no effect and ±100 for the full control effect; nearly all actives have a fitted effect of over 20% in size
Target sequence (P02791 2-175 limits assumed): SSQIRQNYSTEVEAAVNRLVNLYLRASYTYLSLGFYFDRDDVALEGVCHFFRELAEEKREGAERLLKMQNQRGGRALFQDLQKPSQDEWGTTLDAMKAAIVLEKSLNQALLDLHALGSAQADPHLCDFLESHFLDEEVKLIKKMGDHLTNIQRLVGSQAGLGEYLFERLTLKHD
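Horse-spleen apoferritin (10 uM) in 50% saturated 1-aminoanthracene in PBS was incubated 10 min at room temperature with compound. Fluorescence (ex 380, em 535 nm) was normalized to free and bound 1-AMA, with concentration-response fitted by a four-parameter Hill equation.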
RXFP1 agonist: RXFP1 (human) receptor agonism. Q9HBX9. HEK293T-RXFP1 cAMP TR-FRET, 30 min; response scale: percent of porcine relaxin response, buffer zero. Potency, µM (highest dose often 57.5 µM), for inactives: at the top dose activation, most hits filed as activators. hit rate 0.3% among 370,000. AID 2676; note: potency is the fitted concentration of half-maximal effect; % is set by controls: 0 for no effect and ±100 for the full control effect; nearly all actives have a fitted effect of over 60% in size; many of its hits are not listed in these tables
Target sequence (Q9HBX9 whole entry, looked up): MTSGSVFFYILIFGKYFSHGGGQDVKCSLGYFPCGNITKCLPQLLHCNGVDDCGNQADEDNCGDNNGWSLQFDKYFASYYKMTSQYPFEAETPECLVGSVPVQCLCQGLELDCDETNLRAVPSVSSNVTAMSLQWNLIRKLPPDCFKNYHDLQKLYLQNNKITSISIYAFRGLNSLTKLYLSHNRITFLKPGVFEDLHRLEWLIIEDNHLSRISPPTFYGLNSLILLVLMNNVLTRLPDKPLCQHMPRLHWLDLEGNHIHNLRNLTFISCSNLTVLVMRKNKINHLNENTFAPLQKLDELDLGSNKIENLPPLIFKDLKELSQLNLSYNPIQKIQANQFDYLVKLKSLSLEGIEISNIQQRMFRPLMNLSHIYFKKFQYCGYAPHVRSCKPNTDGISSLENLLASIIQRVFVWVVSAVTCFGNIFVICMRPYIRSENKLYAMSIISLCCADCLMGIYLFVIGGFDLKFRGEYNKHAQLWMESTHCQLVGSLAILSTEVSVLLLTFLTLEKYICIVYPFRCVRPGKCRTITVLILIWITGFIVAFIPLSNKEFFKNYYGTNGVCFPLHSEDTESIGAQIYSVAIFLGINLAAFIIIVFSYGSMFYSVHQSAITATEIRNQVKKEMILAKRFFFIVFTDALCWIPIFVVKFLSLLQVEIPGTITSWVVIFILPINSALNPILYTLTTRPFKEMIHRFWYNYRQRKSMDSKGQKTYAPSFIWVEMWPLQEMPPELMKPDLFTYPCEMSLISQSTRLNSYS
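HEK293T cells stably expressing RXFP1 were pretreated with the PDE4 inhibitor Ro 20174, exposed to compounds for 30 min at 37C, lysed, and cAMP was read by TR-FRET. Data normalized to buffer (basal) and 29 nM porcine relaxin (100%).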
D2 PAM: positive allosteric modulators of human D2 dopamine receptor. potentiation, % at 10 µM. hit rate 0.34% among 340,000. HEK293 T-REx D2, calcium flux, EC20 dopamine potentiation;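 active = potentiation over 3 SD above the plate norm, cut at about 30% in these data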; note: 0% is about no effect
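Potentiation of an EC20 dopamine calcium response measured kinetically over 180 s, after a preceding 180 s compound-only read flagging agonists. Cells: inducible Hek293 Trex D2 line, 4000/well, cultured overnight at 30 C before dye loading.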
RXFP1 antag: RXFP1 (human) relaxin receptor antagonism; Q9HBX9; activity change, negative = inhibition, % at 57.5 µM; HEK293-RXFP1, relaxin-stimulated cAMP HTRF, 30 min; hits give low values; AID 1259400; hit rate 0.59% among 350,000;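 active = activity change of -60% or lower, but not beyond a set lower limit; inconclusive = change between -60% and -40%, or beyond the set limit; inactive = change above -40%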; note: % is set by controls: 0 for no effect and ±100 for the full control effect
Starred values were filed as active, the others as inactive; ? = inconclusive; / = no result given; [ ] = remark or other dose. Unless noted, calls come from the whole dose curve; as a rule, active = well fitted curve in the direction sought with a large enough effect; inconclusive = small, poorly fitted or top-dose-only effect, or another doubt; inactive = no such curve, though single readings can be large; an effect the other way counts as inactive or inconclusive.

SMILES	D1 antag	D1 agonist	TRHR agonist	D1 potentiator	TRHR PAM	Apoferritin bind	RXFP1 agonist	D2 PAM	RXFP1 antag
COc1ccc(C(=O)c2cn[nH]c2-c2cc(C)ccc2O)cc1	-1	3	-0.6	-3	1	-7%	-2.9%	2	-4
COc1cc(C2C=C(c3cccs3)Nc3ncnn32)cc(OC)c1OC (centres undefined)	-2	7	-0.3	2	2	/	12%	8	14
CC1CC(=O)C2=C(C1)Nc1ccccc1SC2c1ccc(F)cc1 (centres undefined)	-6	9	-2.4	2	-21	-7%	-0.4%	5	-12
Cc1c(NC(=O)Nc2ccccc2)c(=O)n(-c2ccccc2)n1C	3	4	1.1	-9	0	-2%	3.4%	5	6
CC(=O)Cn1ncc(Br)c(Br)c1=O	-10	3	0.6	8	-3	-24%	11%	-6	21
Cc1cc(C)n2nc(C(=O)N3CCN(c4ccc([N+](=O)[O-])cc4)CC3)nc2n1	7	2	-0.1	2	5	?	24%	-1	/
Cc1ccc([N+](=O)[O-])cc1N/C=C1\CCc2ccccc2C1=O	15	2	0.2	-2	12	-6%	-0.5%	10	-11
C#CCOc1ccc2ccccc2c1/C=C(/C#N)c1ccc(C(=O)O)cc1	-9	1	0.2	-1	-6	-11%	-2.4%	5	2
CCn1c(C(O)c2cc(OC)ccc2OC)nc2ccccc21 (centres undefined)	16	5	-0.1	1	3	-5%	-0.1%	6	-5
Cc1cc2ncn(CCOc3ccccc3C#N)c2cc1C	-3	0	-0.6	-1	-11	2%	-0.1%	/	3
COc1ccc(NC2=CC(=O)CC(c3ccccc3)C2)cc1 (centres undefined)	-3	1	-0.4	4	-2	-10%	0.8%	10	-17
CC(C)C[C@H]1CN=C(Nc2ccccc2)N1CCCC1CCCC1	20	41*	0.4	-6	3	-12%	-0.5%	2	/
NC(=O)c1ccc(NCC2CCCO2)c([N+](=O)[O-])c1 (centres undefined)	-7	4	-0.4	-1	-4	0%	0.3%	-8	10
CCOC(=O)c1cc(=O)c2c([N+](=O)[O-])ccc(OC)c2o1	-12	1	-0.1	-2	13	-6%	1.7%	5	-2
COc1ccccc1NC(=S)NCCN1CCOCC1	-15	3	1.1	-5	0	-8%	0.3%	-3	-10
O=C(Nc1cc(Cl)ccc1-n1cncn1)c1cc(S(=O)(=O)N2CCOCC2)ccc1F	15	1	0.4	-2	2	-9%	3.1%	/	-7
COCC1CCN(C(=O)c2cc(COc3cc(C)c(Cl)c(C)c3)on2)C1 (centres undefined)	-9	4	-0.4	-6	-1	-13%	-0.2%	-7	-13
Nc1nc2c(s1)CCc1c-2cnn1-c1ccccc1	-5	2	-1.0	-8	-8	?	0.4%	6	8
Cn1cc(Br)c(C(=O)NC2CCCCCC2)n1	5	2	0.1	0	-2	?	1.1%	0	4
O=C(Cn1ncc(N2CCOCC2)c(Cl)c1=O)c1ccc(Cl)cc1	/	-1	0.1	0	8	-19%	0.4%	10	7
CCOc1ccc(N2CC(O)=C(c3nc4ccccc4c(=O)[nH]3)C2=N)cc1	10	1	0.4	-3	1	-4%	?	-1	2
CC(=O)Nc1ccc(S(=O)(=O)Nc2nccc(C)n2)cc1	3	3	0.4	4	-2	4%	1.0%	14	19
Cc1nc2ccccn2c1C(=O)NN=C1C2CC3CC(C2)CC1C3	1	4	0.1	-3	-9	-3%	2.4%	-1	8
CC(O)[C@H]1CNC(=O)C(=O)N1CCc1cc(C(F)(F)F)cc(C(F)(F)F)c1 (some centres undefined)	-4	10	0.4	-4	-5	-8%	-1.3%	-3	/
Cc1cc(C)cc(NC(=S)N2CCN(Cc3ccccc3)CC2)c1	1	3	0.1	-1	3	-15%	0.3%	-1	-16

As a short view, some entries already given.
SMILES	D1 antag	D1 agonist	TRHR agonist	D1 potentiator	TRHR PAM	Apoferritin bind	RXFP1 agonist	D2 PAM	RXFP1 antag
COc1ccc(C(=O)c2cn[nH]c2-c2cc(C)ccc2O)cc1	-1	3	-0.6	-3	1	-7%	-2.9%	2	-4
COc1cc(C2C=C(c3cccs3)Nc3ncnn32)cc(OC)c1OC (centres undefined)	-2	7	-0.3	2	2	/	12%	8	14
CC1CC(=O)C2=C(C1)Nc1ccccc1SC2c1ccc(F)cc1 (centres undefined)	-6	9	-2.4	2	-21	-7%	-0.4%	5	-12
Cc1c(NC(=O)Nc2ccccc2)c(=O)n(-c2ccccc2)n1C	3	4	1.1	-9	0	-2%	3.4%	5	6
CC(=O)Cn1ncc(Br)c(Br)c1=O	-10	3	0.6	8	-3	-24%	11%	-6	21

Other records
SMILES	D1 antag	D1 agonist	TRHR agonist	D1 potentiator	TRHR PAM	Apoferritin bind	RXFP1 agonist	D2 PAM	RXFP1 antag
Cc1cc(C(=O)COC(=O)c2cc(Cl)c(O)c(Cl)c2)c(C)n1C	-3	2	0.1	-7	9	/	1.3%	14	-14
CSc1nc(-c2ccc(Cl)cc2)nn1S(=O)(=O)c1ccccc1	8	-1	0.3	-7	-10	-9%	0.6%	-4	1
CCN(CC(=O)Nc1ccc(NC(C)=O)cc1)C(=O)/C=C/c1c(C)nn(-c2ccc(F)cc2)c1C	-4	1	-1.0	0	4	-20%	3.7%	0	-3
CC(C)Oc1ccc(CCc2nnc(SCC(=O)O)n2-c2ccccc2)cc1	19	1	0.6	3	-2	-6%	0.4%	5	-2
COc1ccccc1OCCNC(=O)C(c1ccccc1)c1ccccc1	-1	-1	-0.2	-11	3	0%	0.0%	-6	-2
Cc1ccc(OCc2nc(C#N)c(NCc3ccco3)o2)cc1	-16	0	0.7	-7	2	?	0.1%	-5	-6
CSc1nc(-c2ccccc2)nc(N2CCCC2)c1C(C)=O	14	2	-0.1	2	-1	?	0.5%	12	2
CCOc1cc(CNCCc2c[nH]c3ccccc23)cc(Cl)c1OCC(N)=O	-1	22	1.7	-6	10	-1%	-1.5%	-37	0
COc1ccc(NC(=O)c2cccn(CC=C(C)C)c2=O)cc1	-3	3	0.0	1	-6	-16%	4.3%	-12	-22
Cc1cc(C(=O)N/N=C/c2cc(Br)cc(Br)c2OC(=O)c2ccccc2)n[nH]1	10	2	0.3	4	-1	1%	-1.0%	21	/
Cc1cc(C(=O)N2CCCC(N3CCN(c4cccc(Cl)c4)CC3)C2)nn1C (centres undefined)	-1	4	-0.7	6	1	-10%	4.6%	-2	-14
Cc1cccc(NC(=O)COC(=O)CC2CCCC2)c1C	-2	0	0.2	-2	-2	/	0.1%	-9	7
CC(=O)c1cccc(NC(=O)C2CCN(S(=O)(=O)c3ccc(F)cc3)CC2)c1	-5	4	-0.5	-2	6	-19%	1.5%	-4	-9
Cc1ccc(-c2[nH]c3cc(C(=O)NCCCn4ccnc4)ccc3c(=O)c2O)cc1	-57*	5	3.1	-8	7	354%[activator]	0.0%	-3	/
Oc1cccc(C=NCc2ccccc2)c1	/	-2	0.3	-4	0	-19%	2.9%	5	-3
O=C(Nc1ccccc1)N1CCCC2CCCCC21 (centres undefined)	-2	3	1.1	-3	2	-23%	-1.5%	12	12
COC(=O)c1c(CSc2ccc(C)c(C)c2)noc1C(=O)NCc1ccc(OC)cc1	-7	15	1.3	-5	0	?	2.7%	1	/
O=C1CCCN1CCCNc1ncnc2c1cnn2-c1ccc(Cl)cc1	-13	8	-0.4	-1	54*	-10%	0.9%	/	/
CCCC(=O)O[C@H]1C[C@@H](C)N(C(=O)c2ccccc2)c2ccc(C)cc21	18	6	-0.1	-3	-19	-17%	-3.0%	3	-15
CCOc1ccc(C2c3c(-c4cc(C)ccc4O)n[nH]c3C(=O)N2Cc2cccnc2)cc1OCC (centres undefined)	-6	2	-0.1	0	7	-24%	3.1%	3	-25
CSc1ccc(CCNC(=O)CCc2c(C)nc3c4cccnc4nn3c2C)cc1	-2	-2	-0.9	0	6	-12%	5.2%	14	-30
COc1cc2c(cc1OC)-c1cc(Nc3ccccc3C)nc(=O)n1CC2	-9	1	-0.5	1	-14	-7%	8.4%	15	2
COCCCN1CN=C(NS(=O)(=O)c2ccc(C)cc2)NC1	0	0	0.6	-6	7	-3%	2.0%	-13	1
COc1cc(N/N=C/c2ccc(N(C)C)cc2)ncn1	0	-1	0.2	3	1	132%[activator]	-2.5%	2	-11
Cc1cc(Br)ccc1NC(=O)C1(S(=O)(=O)c2ccc(Cl)cc2)CC1	2	1	-0.8	0	0	-8%	0.2%	/	-21

(listing goes on)
SMILES	D1 antag	D1 agonist	TRHR agonist	D1 potentiator	TRHR PAM	Apoferritin bind	RXFP1 agonist	D2 PAM	RXFP1 antag
Cc1cccc(CCN2C(Nc3ccccc3)=NC[C@@H]2C)c1	17	5	10	3	-1	/	0.8%	-25	/
Cc1cc(NC(=O)c2c(Br)c(C)nn2C)no1	-30	3	0.4	-2	-5	-6%	-1.9%	10	-8
COc1ccc(OC)c(C2C3=C(CC(C)(C)CC3=O)Nc3nnnn32)c1 (centres undefined)	6	2	0.6	-10	-2	-7%	-1.8%	-10	-2
Cc1cccc(C)c1NC(=O)CSc1nnc(-c2cccnc2)o1	5	1	0.3	1	-1	-3%	0.4%	/	-7
C(=N/Nc1nc(-c2ccccc2)cc(-c2ccccc2)n1)/c1cccnc1	9	4	-1.3	-10	-20	-1%	-1.0%	7	-1
COc1cccc(N(CC(=O)NC2CCCC2)C(=O)CCC(=O)Nc2cc(C)on2)c1	-8	1	-0.3	1	-2	-12%	0.3%	2	15
COc1ccccc1CNC(=O)CSc1ccc(C(=O)Nc2ccccc2OC)cc1[N+](=O)[O-]	-4	0	-0.6	1	-1	-11%	3.6%	-5	-5
COc1cc(NC(=O)Cn2ncc(Cl)c(Cl)c2=O)c(C)cc1[N+](=O)[O-]	-20	0	-0.1	-8	-5	-1%	-0.2%	0	-14
O=C(CSc1n[nH]c(-c2ccccc2F)n1)Nc1cc(F)ccc1F	-8	2	-0.3	-6	-2	/	2.0%	-4	1
O=C1CCC(C(=O)N2CCC(CO)(Cc3ccc(Cl)cc3)CC2)=NN1	7	1	-0.3	1	3	-4%	-0.1%	17	0
CC(Oc1ccc(Cl)cc1Cl)/C(N)=N/O (centres undefined)	2	0	-1.4	1	1	-7%	-2.1%	12	4
O=C(Nc1ccc(S(=O)(=O)NC2=NCCCCC2)cc1)c1cc(F)c(F)cc1Cl	-5	2	-0.4	-3	-15	/	-1.3%	-6	-4
COc1ccc(C(=O)Nc2cc(S(=O)(=O)c3ccc(Cl)cc3)c(O)c(C)c2C)cc1	-5	1	-2.5	-5	-4	0%	2.9%	25	/
CCc1ccc(NC(=O)Cn2ncc3c(C)n(Cc4cccc(Cl)c4)c(C)c3c2=O)cc1	4	1	0.3	-3	3	-2%	-0.9%	-1	7

The list is partial (hit frequency here may not be typical).
